Screening results as filed in PubChem BioAssay.
Yeast growth inh: growth inhibitors of yeast BB579 in restrictive medium, primary screen, yeast lifespan-shortening project, S. cerevisiae; 140,000 compounds, 0.51% hits; AID 804, 2007; OD615, 48 h; inhibition, % at 10 µM;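 active = inhibition above a set limit, 3 SD over the mean compound inhibition, cut at about 44% in these data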; note: inactives centre near -24
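Test system: Saccharomyces cerevisiae DeaD strain BB579, replicative lifespan model yeast | Buffer or medium: Restrictive CSMM-D medium | Doses: One dose, 10 µM compound with 0.25% DMSO | Incubation: 48 h exposure, 30 °C | Detection: Culture absorbance at 615 nm | Control set: Amphotericin B at 10 µg/mL as positive control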
MRP1 act: H69AR viability gain despite doxorubicin, primary screen, MRP-1 activator project, H69AR cells, CellTiter-Glo; viability increase, % at 10 µM; 140,000 compounds, 0.61% hits; viability rescue; AID 799, 2007;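 active = viability gain under doxorubicin at or above a set limit, the compound median plus 3 SD, cut at about 4.7% in these data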;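 note: MRP-1 overexpressing cells given doxorubicin 25 µM after compound pretreatment; 18-22 h compound pretreatment then 72 h with doxorubicin before readout; 0% = doxorubicin-only wells and 100% = vehicle-treated cells without doxorubicin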
HCT116 bCat-KO: primary screen for growth suppressors in beta-catenin knockout HCT116 cells (colon tumor, human); HCT116 beta-catenin knockout viability, CellTiter-Glo, 60 h; active compounds read low; viability, % at 10 µM; 140,000 compounds, 1.5% hits;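 active = viability at or under a set limit, the compound median less 4 SD, cut at about 6% in these data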;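 note: 0% = Hyamine 1622 control at 20 µM and 100% = untreated cell control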
Measles CPE: compounds protecting cells from measles virus cytopathic effect, primary screen, measles RdRp inhibitor project, single point, MLSMR library, absorbance. Measles virus-infected cells, CPE protection. protection (pct of control), % at 4 µM. 140,000 compounds, 1.5% hits. AID 841, 2007; in the data active = protection mostly above about 24%, no sharp cut-off; inactive = mostly below about 26%; note: some compounds called inactive have numbers as strong as hits
E-sel TNF inh: E-selectin induction blockers in HUVEC – imaging, immunofluorescence, high content, primary screen. HUVEC TNFa-induced E-selectin immunofluorescence. inhibition, % at 2 µM. AID 1246, 2008. 120,000 compounds, 0.71% hits;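 active = inhibition above the batch mean plus 3 SD, and confirmed as a hit on visual image review, cut at about 43% in these data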;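 note: 0% = TNF-stimulated DMSO wells and 100% = unstimulated control wells; not every result past the cut was called active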
Yeast life ext: compounds extending yeast replicative lifespan, primary screen, S. cerevisiae, OD615; S. cerevisiae growth with nicotinamide; deaD strain in restrictive glucose medium; inhibition of the nicotinamide effect, % at 10 µM; 130,000 compounds, 0.68% hits; AID 775, 2007;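 active = inhibition above a set limit, placed 3 SD over the median of all compounds, cut at about 26% in these data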;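 note: 0% = nicotinamide-treated wells and 100% = cells grown without nicotinamide; some compounds called inactive have numbers as strong as hits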
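System: DeaD-strain S. cerevisiae / Buffer or medium: CSMM-D, restrictive glucose (dextrose) synthetic minimal medium / Probe or stimulus: nicotinamide, 1.5 mM, co-present with compound / Compound: one concentration, 10 µM, DMSO 0.25% / Incubation: 48 h compound exposure at 30 °C, humidified / Technique: optical density (absorbance) at 615 nm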
GALR2 antag: GALR2 antagonists in receptor-expressing cells, primary screen. 140,000 compounds, 0.39% hits. AID 828, 2007. antagonist mode. Galanin receptor type 2 (Homo sapiens), O43603. inhibition, % at 4 µM; in the data active = inhibition above about 27%;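 note: cells stimulated with galanin 1-16 at roughly its EC80; 0% = agonist challenge control and 100% = basal control without agonist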
Target sequence (O43603 whole entry, looked up): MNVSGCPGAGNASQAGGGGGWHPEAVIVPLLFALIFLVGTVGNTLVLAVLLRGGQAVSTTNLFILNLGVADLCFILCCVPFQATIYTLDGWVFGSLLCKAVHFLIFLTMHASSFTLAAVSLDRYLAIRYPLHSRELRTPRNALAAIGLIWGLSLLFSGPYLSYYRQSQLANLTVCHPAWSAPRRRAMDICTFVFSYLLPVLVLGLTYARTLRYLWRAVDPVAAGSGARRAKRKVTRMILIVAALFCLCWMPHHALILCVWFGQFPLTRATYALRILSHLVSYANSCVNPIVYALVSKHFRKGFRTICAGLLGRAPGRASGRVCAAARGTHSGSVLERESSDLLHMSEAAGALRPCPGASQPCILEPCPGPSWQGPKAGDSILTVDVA
NPY Y2 blocker: NPY-Y2 receptor antagonists, primary screen, cell-based. NPY-Y2 expressing cells, antagonist mode. AID 793, 2007. 140,000 compounds, 0.99% hits. inhibition, % at 2.7 µM. Neuropeptide Y receptor type 2 (Homo sapiens), P49146; in the data active = inhibition above about 17%;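 note: 0% = vehicle with agonist challenge and 100% = reference antagonist with challenge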
Target sequence (P49146 whole entry, looked up): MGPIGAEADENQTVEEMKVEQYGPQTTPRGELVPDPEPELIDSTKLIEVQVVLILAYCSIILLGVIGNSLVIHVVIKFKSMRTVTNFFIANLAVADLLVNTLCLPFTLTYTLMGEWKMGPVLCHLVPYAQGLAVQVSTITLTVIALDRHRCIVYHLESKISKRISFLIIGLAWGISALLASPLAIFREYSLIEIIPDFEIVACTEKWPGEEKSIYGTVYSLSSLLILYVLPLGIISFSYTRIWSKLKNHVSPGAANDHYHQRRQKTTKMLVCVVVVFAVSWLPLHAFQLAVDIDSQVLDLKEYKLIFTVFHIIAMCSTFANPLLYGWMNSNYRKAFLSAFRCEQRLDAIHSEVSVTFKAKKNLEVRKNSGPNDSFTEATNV
PTEN del growth: growth suppression of PTEN-null HCT116, primary screen, cell-based, CellTiter-Glo | AID 827, 2007 | 140,000 compounds, 1.2% hits | viability, % at 10 µM | HCT116 PTEN-null viability, 60 h; active compounds read low;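 active = viability at or below a set limit, 4 SD under the median of all tested compounds, cut at about 3.7% in these data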;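 note: PTEN knockout HCT116 line with beta catenin targeted HCT116 as companion control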
Phagocytosis inh: inhibitors of macrophage phagocytosis, primary screen, imaging, J774A.1 cells, IgG beads; J774A.1 macrophage IgG-bead phagocytosis; inhibition, % at 5 µM; 110,000 compounds, 0.07% hits;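 active = inhibition above the mean of the plate negative controls plus 5 SD, cut at about 13% in these data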;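 note: phagocytic index as fraction of beads internalized from green versus red external bead signal; plate controls were DMSO negative control for no effect and cytochalasin-D positive control for full effect; some results beyond the cut were filed as inactive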
Numbers without * were called inactive; . = no result given.

SMILES	Yeast growth inh	MRP1 act	HCT116 bCat-KO	Measles CPE	E-sel TNF inh	Yeast life ext	GALR2 antag	NPY Y2 blocker	PTEN del growth	Phagocytosis inh
CCN(CC)S(=O)(=O)c1ccc(Cl)c(OC)c1	-22	-2.3	96	2	8	-5	-13	0	93	-1
O=C(Nc1ccccc1Cl)c1ccccc1Cc1ccccc1	-20	-2.0	69	6	.	1	-2	1	83	-8
CS/C(=N\S(=O)(=O)c1ccc(Cl)cc1)c1ccccc1	-49	0.2	92	5	-57	33	-8	5	80	0
CC(C)CSc1nc2ccccc2c(=O)[nH]1	-22	-1.8	98	7	0	-11	-6	2	98	0
O=C(CCc1ccccc1)NC1CCSC1=O (centres undefined)	-24	-0.4	98	5	-25	-5	0	2	102	2
Clc1cc2cccnc2c2ccccc12	9	-0.4	102	6	-26	-5	-10	4	95	-5
CC12CCC(=O)N1c1ccccc1C(=O)N2c1ccccc1 (centres undefined)	-32	-1.6	96	18	-47	-14	0	0	92	1
Cc1oc(-c2ccc3c(c2)OCCO3)cc1C(=O)O	90*	-4.0	72	14	-20	.	2	14	71	1
N#CN=C1SCCS1	-54	-0.6	112	23	.	-5	4	-2	112	-1
Cc1cc2cc(C=C(C#N)C#N)c(Cl)nc2cc1C	-25	-4.8	19	9	58*	32*	2	1	14	0
CC(C)c1nc(N2CCN(C(=O)c3ccco3)CC2)c2c3c(sc2n1)CCCC3	-37	-1.7	90	.	-15	-16	1	-2	96	-2
CCOc1ccc(CCNC(=O)CSc2nn(-c3ccc(C)c(Cl)c3)c(=S)s2)cc1OCC	-21	-0.3	84	18	9	7	3	4	90	-5
CCCCNC(NCCCC)=C(S(=O)(=O)CC)S(=O)(=O)CC	-48	-0.4	94	6	-20	-4	10	3	103	2
COc1ccc(CCNC(=O)C2CCN(S(=O)(=O)c3ccc(-n4cnnn4)cc3)CC2)cc1OC	-13	0.8	65	5	3	-14	-6	2	75	1
CNS(=O)(=O)c1cccc(C(=O)OCc2csc(-c3ccccc3)n2)c1	0	1.9	83	6	.	4	6	3	91	-1
CCOC(=O)Cn1nc(-c2ccc(Cl)cc2)cc1N	-51	-0.1	76	26	-5	-8	0	4	84	4
O=C(Nc1nn[nH]n1)C12CC3CC(CC(C3)C1)C2	-17	-0.2	98	24	12	-6	-11	2	101	.
Cn1c(=O)oc2cc(S(=O)(=O)NCCCN3CCCC3=O)ccc21	7	1.2	100	8	.	0	0	2	108	0
CCc1ccccc1SCc1noc(C(=O)NCC2CCCO2)c1C(=O)O (centres undefined)	-50	-1.6	93	14	11	-7	0	4	98	.
CCOC(=O)CCc1c(C)c2ccc(OCc3ccc([N+](=O)[O-])cc3)cc2oc1=O	-32	-2.0	89	7	.	-2	-11	2	79	-2
CC1(C)N=C(N)N=C(N)N1c1cccc(C(=O)O)c1	11	-0.9	100	16	3	-4	-16	2	97	0
Clc1ncnc2scc(-c3ccccc3)c12	13	-3.5	87	10	.	-8	26	3	83	-1
O=C(Cn1c(=O)oc2cc(S(=O)(=O)N3CCCC3)ccc21)NCc1ccc(F)cc1	-24	-0.8	79	8	.	-13	7	0	90	0
CNC(=S)N/N=C(\C)c1ccc(-n2ccnc2)cc1	-23	-1.8	83	7	4	-16	4	1	98	-1
CCOc1cccc2cc(C(=O)N3CCN(C/C=C/c4ccccc4)CC3)c(=O)oc12	-31	-2.1	90	13	19	-6	-12	1	83	.
COc1ccc(C2C=C(Nc3ccccc3)C(=O)N2c2ccccc2)cc1OC (centres undefined)	-33	-2.5	73	6	.	7	9	16	65	-8
COc1cc(-c2noc(CCC(=O)Nc3cccnc3)n2)cc(OC)c1OC	0	-2.1	104	.	62*	-7	-15	2	88	-1
O=C(C1CCCO1)N1CCN(C(=S)Nc2ccc(F)cc2)CC1 (centres undefined)	9	-0.7	96	3	9	2	-1	1	99	.
O=C(CC1SC(N2CCCCC2)=NC1=O)Nc1cccc(C(=O)O)c1 (centres undefined)	-33	-2.2	82	1	-2	-21	-10	0	85	-1
CCOC(=O)C(C#N)C(Cc1ccccc1)c1ccco1 (centres undefined)	-39	-0.3	102	4	-7	11	-9	1	98	-2
O=C(CSC1=NCCS1)Nc1cccc2ccccc12	-17	-3.8	87	11	-15	-8	-5	3	87	.
O=C(CSc1nnc(-c2ccccn2)n1-c1ccccc1)Nc1ccc2c(c1)OCO2	-36	-2.2	97	20	-5	7	0	0	94	1
CCCOC(=O)c1ccc(NS(=O)(=O)c2cccs2)cc1	-41	-3.2	90	20	8	19	10	5	96	.
O=C(CCN1C(=O)C2C3C=CC(C3)C2C1=O)N1CCN(c2ccccc2F)CC1 (centres undefined)	0	-1.3	83	15	-30	-1	16	3	89	-3
CCN1C(c2ccccc2)=C(c2ccccc2)S/C1=C/C=C1\SC(=S)N(C)C1=O	-38	-1.4	65	3	-36	.	4	1	77	.
CCN(Cc1cc2cc(OC)ccc2[nH]c1=O)C(=O)Cc1ccc(OC)cc1	-13	-1.9	91	3	6	-22	-4	8	83	2
CCOC(=O)c1nnn(-c2nonc2N)c1-c1ccc(C)cc1	-32	-2.0	95	0	-8	56	-3	3	83	.
CSc1ccc(CNc2ccccc2)cc1	-9	-0.3	101	1	-8	-6	-6	2	101	.
Cc1cc(C(=O)CSc2nnc(-c3ccccc3)n2C)c(C)n1C	-43	0.9	108	5	4	-13	-11	0	107	-1
NC(CC(=O)O)c1ccc(F)cc1 (centres undefined)	-15	-1.2	92	13	16	2	-7	-1	104	-6
Cc1cc(Nc2cnc3ccccc3n2)n(-c2ccccc2)n1	-57	-0.5	89	5	.	-13	2	6	.	.
Cc1cc(C)c2c(n1)nn1c(NCCN3CCOCC3)cc(C)nc21	-28	-2.9	90	5	.	-19	2	2	88	-1
COc1ccc(N2CCN(C(=O)c3cn(C4CCCC4)c(=O)c4c3c3ccccc3n4C)CC2)cc1	-74	-2.2	74	8	-1	1	3	7	75	-1
O=c1cc(O)c2sc3nc(-c4cccnc4)cc(C(F)(F)F)c3c2[nH]1	-11	-2.6	94	16	.	-5	-12	2	100	0
COc1ccc(C)cc1NC(=O)c1ccc2c(c1)OCO2	-43	-1.0	82	17	-13	-21	-10	5	99	3

Sorted by the number under E-sel TNF inh (smallest number first): some entries from above
SMILES	Measles CPE	E-sel TNF inh	Yeast life ext	GALR2 antag	NPY Y2 blocker	Phagocytosis inh
COc1ccc(N2CCN(C(=O)c3cn(C4CCCC4)c(=O)c4c3c3ccccc3n4C)CC2)cc1	8	-1	1	3	7	-1
CCN(Cc1cc2cc(OC)ccc2[nH]c1=O)C(=O)Cc1ccc(OC)cc1	3	6	-22	-4	8	2
CCCOC(=O)c1ccc(NS(=O)(=O)c2cccs2)cc1	20	8	19	10	5	.

Further compounds
SMILES	Yeast growth inh	MRP1 act	HCT116 bCat-KO	Measles CPE	E-sel TNF inh	Yeast life ext	GALR2 antag	NPY Y2 blocker	PTEN del growth	Phagocytosis inh
COc1ccc(C(=O)NC2(C(F)(F)F)NC(=O)N(CCCc3ccccc3)C2=O)c(OC)c1OC (centres undefined)	-4	-0.4	98	4	40	7	-16	4	109	-10
COc1ccc(C2(C(N)=O)CCCCC2)cc1OC	-56	0.3	105	4	.	-3	-24	-3	108	3
O=C(c1ccc(COc2ccccc2Br)cc1)N1CCCCC1	-34	1.6	75	6	-18	-12	-11	7	77	0
CCOc1ccccc1-n1c(SCC(=O)N2CCCC2)nnc1-c1ccoc1C	-49	-1.8	96	24	.	-19	4	4	88	0
COc1ccc(/C=N/NC(=O)c2cc(C34CC5CC(CC(C5)C3)C4)[nH]n2)cc1O	-22	-2.2	98	11	-55	13	5	6	105	-2
COC(=O)c1[nH]c2ccc(C)cc2c1NC(=O)NC1CCCCC1	-48	-1.9	5.2*	29	-7	-14	-9	3	36	-1
Cc1cccc(NC(=O)CSc2nc(N)c(NC(=O)c3cccs3)c(=O)[nH]2)c1C	-32	-0.8	98	17	-8	2	5	-2	95	.
CCOC(=O)c1c(C)[nH]c(C(=O)Cn2nnc(-c3ccccc3Cl)n2)c1C	-23	-3.1	105	11	6	1	0	4	98	-1
CCc1ccc(NC(=O)Cn2c(SC)nc3ccccc32)cc1	-13	-2.1	79	3	-24	-2	13	0	77	0
COc1ccc(C(=O)NCC(C)(C)SCc2c(C)cc(C)cc2C)cc1	-61	-1.5	72	30	-30	-6	-3	7	85	-2
COC(=O)c1cc(OC)c(OC)cc1NC(=O)c1ccoc1C	-43	-2.6	86	2	1	-7	-13	3	89	-1
Nc1ccc(-n2cnc3cc([N+](=O)[O-])ccc32)cc1	-71	-1.2	95	22	9	-14	6	1	103	1
CC1CCN(CCc2nc3cc(NS(=O)(=O)c4ccc(F)cc4)ccc3n2C)CC1	-65	-2.6	61	26	-15	-10	1	-1	57	-2
Cn1c(SCC(N)=O)nnc1C1CCN(C(=O)NC2CCCCC2)CC1	7	-0.3	101	8	14	-9	11	0	94	1
Cc1ccc(S(=O)(=O)NCC(=O)N(CC(=O)NC2CCCC2)c2ccc3c(c2)OCCO3)cc1	-34	0.4	76	8	.	-11	-8	-1	89	.
O=C1CC(N2CCN(c3ccccn3)CC2)C(=O)N1CC(c1ccccc1)c1ccccc1 (centres undefined)	-30	-5.2	84	7	45	.	-14	1	83	.
CCn1cc(C(=O)N(CCCN2CCOCC2)Cc2ccco2)c(=O)c2ccc(C)nc21	-7	-1.3	101	5	4	-11	9	2	98	1
Cc1cc(C)c2[nH]c(=O)c(CN(CC3CCCO3)C(=O)c3cnccn3)cc2c1 (centres undefined)	-6	-1.3	104	26	2	-5	2	0	108	2
Cc1cc(Cl)c(S(=O)(=O)Nc2ccc3c(c2)OCO3)cc1OCC(N)=O	-27	-1.9	88	7	0	-11	6	0	90	-2
NC(=O)CSc1nnc(-c2cccnc2)n1CCc1ccccc1	-41	-2.3	87	31	-18	0	4	-1	83	3
Cc1csc(NC(=O)C2C3C=CC(O3)C2C(=O)O)n1 (centres undefined)	-12	-0.5	95	11	-6	-3	-6	-1	98	-1
CCS(=O)(=O)N1Cc2ccccc2CC1C(=O)Nc1nc2ccc(C)cc2s1 (centres undefined)	-29	-3.2	86	7	23	-2	7	-4	63	-4
O=S(=O)(NCc1cn2ccsc2n1)c1ccc2c(c1)OCCO2	-37	0.7	90	14	6	-6	5	-1	98	-1
Cc1csc(SCC(=O)N2CCN(S(=O)(=O)c3ccccc3)CC2)n1	-2	-3.2	94	14	16	-13	16	1	91	.
N#Cc1ccc(OCC(=O)N/N=C2\CCc3ccccc32)cc1	-22	-3.8	92	17	-3	-4	11	3	87	-2
O=S(=O)(Cc1cnc(Cl)s1)c1ccccc1	-58	-2.9	100	6	5	-23	7	-1	97	0
